# NPYLR7 ag – activates Aedes aegypti NPYLR7 receptor; activation, % at 10 µM; HEK293T NPYLR7/Galpha15, GCaMP6s calcium fluorescence; AID 1259423; hit rate 0.15% among 270,000; in the data active = activation above about 40%;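 also: 0% = vehicle and 100% = reference agonist at the receptor; some compounds past the cut are filed as inactive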
# hcGAS inh – inhibitors of human cGAS | AID 1259398 | hit rate 0.081% among 290,000 | inhibition, % at 12.5 µM | Q8N884 | recombinant h-cGAS, ATP depletion, Kinase-Glo luminescence;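 also: 0% = vehicle reaction and 100% = reaction without DNA for no activity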
# Target sequence (Q8N884 whole entry, looked up): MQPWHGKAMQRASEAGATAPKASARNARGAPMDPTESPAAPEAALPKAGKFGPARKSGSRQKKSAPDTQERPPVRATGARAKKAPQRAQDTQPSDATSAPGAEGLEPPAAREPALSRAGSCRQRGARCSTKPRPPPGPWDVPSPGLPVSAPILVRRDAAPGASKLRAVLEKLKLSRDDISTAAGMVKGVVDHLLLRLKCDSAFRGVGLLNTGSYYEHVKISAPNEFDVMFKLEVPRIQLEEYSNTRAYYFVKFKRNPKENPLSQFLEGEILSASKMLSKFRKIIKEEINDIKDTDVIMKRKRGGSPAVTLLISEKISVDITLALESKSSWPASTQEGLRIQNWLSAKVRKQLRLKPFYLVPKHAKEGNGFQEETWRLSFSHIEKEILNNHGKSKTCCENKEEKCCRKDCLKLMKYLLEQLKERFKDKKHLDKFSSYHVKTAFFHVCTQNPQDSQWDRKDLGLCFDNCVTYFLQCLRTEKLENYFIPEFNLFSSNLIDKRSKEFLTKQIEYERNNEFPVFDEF
# mcGAS inh – blocks mouse cGAS activity | Q8C6L5 | recombinant cGAS, Kinase-Glo ATP depletion luminescence | inhibition, % at 12.5 µM | hit rate 0.15% among 160,000;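 also: 0% = negative control wells and 100% = reference inhibitor with no enzyme activity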
# The depositor's hits bear a star; . = no result given; & = joins results of further samples. Rule as the data show it, unless noted: active = inhibition above about 40%; inactive = the rest. Random draw from the library; about 0.29% have a hit in one of these screens.
SMILES,NPYLR7 ag,hcGAS inh,mcGAS inh
CNCc1n[nH]c(=O)n1CC1CCCCC1,.,-12,-6
Cn1c(Cc2ccccc2)nn(CN(C2CCCC2)C2CC2)c1=S,7,-4,.
O=C(NNC(=O)c1cccc2ccccc12)c1cccn(Cc2ccc(F)cc2)c1=O,-15,-7,-9
COCCC1(CO)CCCN(C(=O)c2cn[nH]n2)C1 (stereo unspecified),.,-13,-4
Cc1cnccc1-c1cccc(C(C)N2CCCC2)c1 (stereo unspecified),6,-8,-15
CCN(CCOc1ccccc1F)C(=O)c1ccoc1C,8,-2,-16
COCCCN1C(C)=CC(=C(C#N)C#N)C=C1C,2,0,-2
CCCn1c(=O)c2c(nc3n(-c4ccc(C(F)(F)F)cc4)c(C)c(C)n23)n(C)c1=O,6,-8,-5
CC1CCN(c2ccc(NC(=O)Nc3ccccc3C(F)(F)F)cc2C(=O)N2CCCC2)CC1,-6,-3,-4
Cc1ccc2c(n1)[nH]n1c(=O)cc(C)nc21,7,43*,.
CCOCCn1c(=NC(=O)c2ccnn2C)sc2cc(C)ccc21,.,2,-1
Cc1nc2ccc(S(=O)(=O)N3CCc4c(nc[nH]c4=O)C3)cc2s1,23,-7,-18
CCC(C)C(NC(=O)c1ccc(C)c([N+](=O)[O-])c1)C(=O)Nc1nnc(-c2ccc3c(c2)OCO3)s1 (stereo unspecified),-3,-6,-5
c1csc(-c2noc(-c3ccc4c(c3)OCO4)n2)c1,-7,-5,.
O=C(c1ccc2c3c(cccc13)CC2)C1CCCN(C(=O)c2cc3ccccc3oc2=O)C1 (stereo unspecified),-6,3,-9
CC1(NC(=O)CN2CCCC2C(=O)Nc2ccc(Cl)cc2Cl)CCS(=O)(=O)C1 (stereo unspecified),0,0,.
Cc1cnccc1CNC(=O)c1ccc(OC2CCN(S(=O)(=O)N(C)C)CC2)cc1,7,1,.
CC(C)N(Cc1nnc(-c2ccccc2)o1)C(=O)CSc1ccc(Cl)cc1,8,-5,-8
COc1ccc(OC)c(C2NC(=O)NC3=C2C(=O)N(C)C3)c1 (stereo unspecified),1,-3,.
COc1cccc(S(=O)(=O)NC(=O)c2sccc2C2CC2)c1,1,-12,.
CN(CC(=O)Nc1sccc1C(N)=O)Cc1cccs1,35,-11,.
CCOC(=O)CCCSc1nnc(NC(=O)COc2ccccc2)s1,-3,-3,-5
Cc1ccc(-c2csc(-n3nc(C)cc3NC(=O)c3cc(=O)c4ccccc4o3)n2)cc1,-7,0,-1
CNC(=O)Cn1nc(C(=O)N2CCNCC2C(=O)N2CCCC2)cc1C (stereo unspecified),7,-1,-12
CC(C)Nc1nc(-c2cc3c4c(c2)CC(=O)N4CCC3)cs1,0,-8,.

# Record cards, from the list above:
# `COCCC1(CO)CCCN(C(=O)c2cn[nH]n2)C1` (stereo unspecified) is listed as NPYLR7 ag = .; hcGAS inh = -13; mcGAS inh = -4
# `CC(C)Nc1nc(-c2cc3c4c(c2)CC(=O)N4CCC3)cs1` is listed as NPYLR7 ag = 0; hcGAS inh = -8; mcGAS inh = .
# `Cn1c(Cc2ccccc2)nn(CN(C2CCCC2)C2CC2)c1=S` is listed as NPYLR7 ag = 7; hcGAS inh = -4; mcGAS inh = .

# More records.
SMILES,NPYLR7 ag,hcGAS inh,mcGAS inh
CCCC(C)(C)C(=O)N1CCC1(C)C(=O)Nc1ccccc1F (stereo unspecified),1,-11,.
O=C(NCCCn1nc(-c2cccnc2)ccc1=O)c1ccc(F)c(F)c1,9,-8,.
NC(=O)c1nc(-c2ccc([N+](=O)[O-])cc2)nc2c1[nH]c(=O)n2-c1ccc(F)cc1,2,-7,-8
COc1ccccc1-c1cc(C(=O)NCCCN2CCOCC2)nc2c(-c3ccccc3)c(C)nn12,1,-5,-7
Cc1ccc(C)c(Nc2ncnc3c2nnn3C)c1,14,-11,.
CCSc1nnc(-c2ccncc2)o1,0,-2,-4
CSCC(=O)N1CCC(CCC(=O)N2CCC(Cc3ccccc3)CC2)CC1,12,-7,.
O=C(NN1C(=O)C2C3CCC(O3)C2C1=O)c1ccc(Br)o1 (stereo unspecified),8,-3,.
COc1ccc(N2C(=S)N(Cc3cn(C)c4ccccc34)[C@H]3[C@@H](O)[C@H](O)C[C@@H](C(N)=O)[C@H]32)cc1,-10,2,0
Cc1nc(N2CCC(C(=O)NCC3(N4CCOCC4)CCCC3)CC2)nc2ccc(C(C)C)cc12,3,-9,-12
Cc1ccc2c(NC(=O)c3c(F)cccc3Cl)cccc2n1,2,-4,.
COc1cccc(-c2noc(-c3ccc(N4CCCC(CO)C4)nc3)n2)c1OC (stereo unspecified),20,-11,.
COC(=O)Cn1c(=NC(=O)CCc2ccccc2)sc2cc(Cl)ccc21,3,-4,.
FC(F)(F)c1ccc2c(c1)n(Cc1ccccc1Cl)c1[n+]2CCCCC1,-5,-5,.
CN1C(=CC=NN=c2sc3ccccc3n2C)C(C)(C)c2ccccc21,4,-7,-4
CC(=O)Nc1ccc(Cl)c(C(=O)NCCC2=CC[C@H]3C[C@@H]2C3(C)C)c1,-14,-2,.
CN(c1ccc(C(=O)N2CCN(c3ccccc3)CC2)cc1)S(=O)(=O)c1ccccc1,5,-7,-6
CCOc1ccc(C2c3[nH]c4ccccc4c3CCN2C(=O)Cc2nonc2C)cc1 (stereo unspecified),3,-3,.
Cc1ccnn1CCC(=O)N1CCCC(Nc2ccc(C(C)C)cc2)C1 (stereo unspecified),7&0,-5&-8,.
CCNC(=O)NC(=O)CSc1nc2ccc(OCC)cc2s1,2,-7,.
CC(C)C(NC(=O)C1CCCCC1)C(=O)N1CCN(S(=O)(=O)c2ccc(F)cc2)CC1 (stereo unspecified),-5,-1,.
NC(=O)c1cc(Cl)ccc1OCc1ccccc1Br,0,-15,.
CC1Cc2cc(-n3cnnc3)ccc2O1 (stereo unspecified),5,-2,-8
COc1ccc2nc(N3CCOCC3)[nH]c2c1,0,0,.
CC(C)(C)C(=O)CCN1C(=O)C2(OCCO2)c2ccccc21,2,-4,-5

# The results go on:
SMILES,NPYLR7 ag,hcGAS inh,mcGAS inh
CCN(CC)C(=O)Oc1ccc2c(ccn2Cc2cc(C(F)(F)F)cc(Cl)c2F)c1-c1cc(C)cc(C)c1,5,5,3
COc1ccc(C(O)c2ncc(-c3ccccc3C)[nH]2)cc1 (stereo unspecified),-2,0,.
Cc1cc(CSc2ccccc2)ccc1NC(=O)c1ccccc1N(C)S(C)(=O)=O,8,-7,.
CCCC1SCCN1C(=O)C(C)OCc1cccc(OC)c1 (stereo unspecified),8,-9,.
O=C(CCN1Cc2ccccc2C1=O)N1CCOC(Cc2ccccc2)C1 (stereo unspecified),.,-5,-15
N#Cc1ccc(CSCCCNc2ncccn2)cc1,-13,1,4
NC(=O)c1cccc(COC(=O)C2(c3cccc(Cl)c3)CCOCC2)c1,-6,-4,.
CCc1cc(N2CCC(c3ccccc3)CC2)n2ncnc2n1,1,-5,-6
CCn1c(C2CCN(c3ncnc4c(C)csc34)CC2)nn(C)c1=O,0,1,.
O=C(NCc1ccc2c(c1)OCCCO2)C1CCCN(Cc2ccco2)C1 (stereo unspecified),-2,-2,-14
N#CC(C(=S)Nc1ccccc1F)c1nc2ccccc2s1 (stereo unspecified),-1,15,.
COc1cc(C)c(S(=O)(=O)Nc2ccc(-c3ccc(N4CCOCC4)nn3)cc2)cc1C,-6,-2,-5
CCCc1sc(C(=O)O)cc1CC,-4,-6,.
O=[N+]([O-])c1ccc(C=NNc2ccnc3cc(Cl)ccc23)o1,-5,-21,.
O=C(Nc1ccc(F)cc1F)N(CC(=O)N1c2ccccc2-n2cccc2C1c1ccc(F)cc1)C1CC1 (stereo unspecified),2,1,1
O=C1CCCc2occ(C(=O)N(C/C=C/c3ccccc3)CCO)c21,3,-1,-9
CCN(CC)C(=O)CSc1ncc(CO)n1Cc1ccc(Cl)cc1,1,-6,-7
COc1ccc(-c2cc(C(=O)N3CCN(Cc4ccccc4)CC3)n3nc(C(C)(C)C)cc3n2)cc1,-6,2,-1
O=C(c1cnns1)N(Cc1ccc2c(c1)OCO2)c1ccccc1,10,-9,.
CCOc1c(C)cnc2c1c(=O)n(CC(=O)N1CCCc3ccccc31)c(=O)n2C,2,0,0
COc1ccc(C(N)=O)cc1NC(=O)/C=C/C(C)(C)C,8,-4,.
CC(C)OCCS(=O)(=O)c1nccn1-c1cccc(F)c1,10,-10,.
CN(CCC(=O)N1CC(c2nccs2)C1)C1CCS(=O)(=O)C1 (stereo unspecified),.,-9,-5
O=C(c1ccc(CSc2cccs2)cc1)N1C2CCC1CC(Oc1ccc(F)cc1F)C2 (stereo unspecified),28,-3,-6
Cc1ccc(Cl)cc1NC(=O)CN1C(=O)c2ccc([N+](=O)[O-])cc2C1=O,-4,-6,-8

# Going on with the list:
SMILES,NPYLR7 ag,hcGAS inh,mcGAS inh
C/C(=N/Nc1nc(N2CCOCC2)nc(N2CCOCC2)n1)c1cccs1,-6,-5,-8
O=C(C1CCC1)N(Cc1ccc(C(F)(F)F)cc1)CC1CC(c2ccc(Cl)cc2)=NO1 (stereo unspecified),17,-6,-6
O=C(Cn1cc(-c2nnc(-c3ccco3)o2)c2ccccc21)N1CCCC1,2,-5,-7
c1ccc2c(c1)C(=Nc1ccc3c(c1)OCCO3)c1ccccc1-2,7,-2,.
CC1CCCN(c2nn3c(C(=O)NCCN4CCCCCC4)cc(=O)nc3s2)C1 (stereo unspecified),.,-2,-3
CCCn1cc(NC(=O)c2cc(-c3ccccc3)on2)cn1,-2,-1,.
CCC1CCCCN1C(=O)CSc1nnc(-c2c[nH]c3ccccc23)o1 (stereo unspecified),-2,-3,-4
CN(c1ccc2ccccc2c1)S(=O)(=O)c1cc(C(=O)O)cs1,8,-6,.
COc1ccc(-n2ncc(C3CC(=O)Nc4snc(C)c43)c2C)cc1 (stereo unspecified),-2,-5,.
CC(C)c1noc(CN2CCC(C3CCCCCN3C(=O)C3CC3)CC2)n1 (stereo unspecified),-4,-2,.
Cc1ccc(OCCN(C)C(=O)C2CC23CCN(Cc2nc4ccccc4s2)CC3)cc1 (stereo unspecified),23,-4,-10
O=S(=O)(c1cc(Cl)ccc1Cl)N1CCNCC1,-8,-4,.
COc1cccc(-c2cc(C(=O)N3CCN(C(=O)Nc4ccc(Cl)cc4Cl)CC3)c(C)n2-c2ccccc2F)c1,-4,-14,-6
O=C(NC1CCCN(Cc2ccccc2)C1)C1=Cc2ccccc2OC1 (stereo unspecified),0,-7,.
Cc1ccc(C(C)C)c(OCC(=O)N=Nc2c(O)[nH]c3ccc(Br)cc23)c1,-9,-4,-5
N#Cc1ccc(Cl)cc1NCCc1nccn1C(F)F,5,-5,.
CCOCCN1CCN(Cc2cccc(C(N)=O)c2)CC1,7,-6,.
O=C(NC1CCN(c2ccc(F)cc2)CC1)N(CC1CCOC1)C1CC1 (stereo unspecified),5,-6,.
Cc1nn(C)c(C)c1CN(C(=O)CC1C(=O)NCCN1Cc1cccs1)C1CC1 (stereo unspecified),14&19,-4&-6,.
Cc1cc(C)n(-c2ccc(Nc3ccc(NC(=O)Nc4ccccc4)cc3)nn2)n1,-3,-2,-7
C/C=C/CC(=O)N(CCOC)Cc1cnn(C)c1,7,-6,.
Cc1ccc(NC(=O)N(Cc2cccc(OS(=O)(=O)c3cccc(C(F)(F)F)c3)c2)C(C)C)c(C)c1,5,1,-2
C=CCn1cc(CN2CCC(c3cccc(OC)c3OC)C2)c(C)n1 (stereo unspecified),-5,-1,-5
COc1ccc(S(=O)(=O)N2CCCN(c3nc(Cc4ccc(C)cc4)nc4onc(-c5cccnc5)c34)CC2)cc1,19,-3,-7
CN(CC(=O)Nc1cccc(F)c1)C(=O)COc1ccc2ccccc2c1,-1,-2,-5

# By substructure: those above with a tert-butyl group.
SMILES,NPYLR7 ag,hcGAS inh,mcGAS inh
CC(C)(C)C(=O)CCN1C(=O)C2(OCCO2)c2ccccc21,2,-4,-5
COc1ccc(-c2cc(C(=O)N3CCN(Cc4ccccc4)CC3)n3nc(C(C)(C)C)cc3n2)cc1,-6,2,-1
COc1ccc(C(N)=O)cc1NC(=O)/C=C/C(C)(C)C,8,-4,.

# Other results follow:
SMILES,NPYLR7 ag,hcGAS inh,mcGAS inh
CC(C)OC(=O)c1cc(-n2cnnc2)ccc1Cl,20,-8,-19
CN1CCCN(C(=O)C2CCN(C(=O)C(C)(C)C)CC2)CC1,3,1,.
CCc1cc2c(n1Cc1ccccc1)CCCC2=O,11,-8,-17
COc1ccc(Br)cc1S(=O)(=O)N1CCN(c2cccc(C)c2C)CC1,0,-7,-6
CCN(CC)c1cc(C(C)(C)C)nc(SCc2cccc(C(=O)NCC3CC3)c2)n1,9,-6,-5
CC(=O)Nc1c(O)nc(SCC(=O)C2CC2)[nH]c1=O,4,-4,-7
Cc1c(N2C(=O)C3C4C=CC(O4)C3C2=O)c(=O)n(-c2ccccc2)n1C (stereo unspecified),5,-1,.
CCn1cc(CN2C[C@@H](CO)[C@H](NC(C)=O)C2)c(C)n1,.,-9,-4
COc1cccc(CNC(=O)CCC2CCCN(c3nc4ccccc4o3)C2)c1 (stereo unspecified),5,-5,-17
Cc1ccc(Cl)c2sc(N(CCCn3ccnc3)C(=O)/C=C/c3cccs3)nc12,-11,-2,-10
CNc1nn(CC(=O)Nc2cccc(C(C)=O)c2)c(N)c1-c1nc(-c2ccccc2C)no1,.,-6,-7
COc1ccc(N(C(=O)C(C)C)S(=O)(=O)c2ccc(C(C)C)cc2)cc1,4,-6,.
CC(C)C(NC(=O)c1c(F)cccc1F)C(=O)NCc1ccnc(N2CCOCC2)c1 (stereo unspecified),8,-6,.

# Source: PubChem (Fisher Drug Discovery Resource Center)
